# TDP2 absorb – human TDP2 enzyme inhibitors, primary screen, biochemical, epi absorbance, recombinant enzyme | Tyrosyl-DNA phosphodiesterase 2 (Homo sapiens), O95551 | T5PNP hydrolysis, p-nitrophenol absorbance 415 nm | inhibition, % at 12.8 µM | hit rate 0.34% among 370,000 | AID 720702, 2013;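 active = inhibition above the mean of all tested compounds plus 3 SD, set per campaign, cut at about 25% in these data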;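 note: 0% = DMSO with enzyme and 100% = buffer with substrate but no TDP2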
#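 System: recombinant human TDP2 / Amount: 120 nM TDP2 per well / Also added: 5 mM T5PNP chromogenic substrate / Doses: 12.8 µM single point, 1% DMSO / Incubation: 2 h at 37 °C / Detection: p-Nitrophenol epi absorbance / Evaluation: % inhibition relative to enzyme-containing and enzyme-free wells / Repeats: singlicate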
# ABHD4 inh – ABHD4 inhibitors, primary screen, biochemical, fluorescence polarization, mouse | purified mABHD4, FP-Rh probe fluorescence polarization | (Lyso)-N-acylphosphatidylethanolamine lipase (Mus musculus), Q8VD66 | hit rate 0.54% among 370,000 | inhibition, % at 8.92 µM;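 active = inhibition exceeding the mean over every tested compound plus 3 SD, cut at about 30% in these data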;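 note: 0% = plate median of compound wells and 100% = S159A mutant with DMSO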
#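 assay system = mABHD4 protein | compound dosing = single nominal dose of 8.92 µM, 0.89% DMSO final | read-out basis = percent inhibition of probe binding, normalized to plate controls | schedule = Enzyme–compound pre-incubation 45 min, then probe 60 min, both 25 °C | detection = fluorescence polarization, excitation 525 nm, emission 598 nm, BODIPY TMR filters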
# PRMT1 FP inh – PRMT1 methyltransferase inhibitors, primary screen, biochemical, fluorescence polarization | hit rate 1.3% among 370,000 | recombinant PRMT1, activity-based probe fluorescence polarization | inhibition, % at 2.79 µM | Protein arginine N-methyltransferase 1 (Homo sapiens), Q99873;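 active = inhibition above about 21% made by adding two undisclosed values, limit read from the data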
# Target sequence (Q99873 whole entry, looked up): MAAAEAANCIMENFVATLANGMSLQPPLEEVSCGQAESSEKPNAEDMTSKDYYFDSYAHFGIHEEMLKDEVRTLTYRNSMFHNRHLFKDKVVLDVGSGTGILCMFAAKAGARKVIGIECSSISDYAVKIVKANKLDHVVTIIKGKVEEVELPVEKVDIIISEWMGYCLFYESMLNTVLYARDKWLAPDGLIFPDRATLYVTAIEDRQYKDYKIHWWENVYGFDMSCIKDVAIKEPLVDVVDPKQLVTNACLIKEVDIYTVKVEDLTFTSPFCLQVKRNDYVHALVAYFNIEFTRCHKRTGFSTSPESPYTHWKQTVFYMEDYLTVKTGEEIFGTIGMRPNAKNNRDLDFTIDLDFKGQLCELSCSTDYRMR
# LEDGF integ inh – blockers of LEDGF/p75-dependent integrase strand transfer – biochemical, TR-FRET, high throughput, primary screen; TR-FRET IN-LEDGF/p75 DNA integration, Eu/Cy5; AID 743269, 2014; HIV-1 integrase (with human LEDGF/p75); inhibition, % at 3.7 µM; hit rate 0.64% among 370,000;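 active = inhibition above the screen-wide mean plus 3 SD, cut at about 13% in these data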;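 note: signal is the Cy5 over europium emission ratio at 671 and 618 nm; 0% = plate median of compound wells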
# UHRF1 binding – UHRF1 methylated DNA binding inhibitors, primary screen, counter-screen for MBD2 inhibitor project, biochemical, TR-FRET, human UHRF1, single concentration. inhibition, % at 4.4 µM. hit rate 0.75% among 370,000. E3 ubiquitin-protein ligase UHRF1 (Homo sapiens), Q96T88. UHRF1 binding to methylated oligo; in the data active = inhibition above about 21%;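 note: UHRF1 SRA domain binding a hemimethylated CpG hairpin DNA probe; 0% = median of test compound wells and 100% = reference inhibitor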
# TCR CD3 inh – inhibitors of human TCR-CD3 interaction, primary screen, biochemical, fluorescence, TAMRA-labeled TCR probe; inhibition, % at 9.4 µM; hit rate 0.37% among 360,000; AID 651800, 2012; in the data active = inhibition above about 19%;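 note: recombinant mutant TCR 2C K166C tagged with TAMRA read by polarization; 0% = receptor in buffer alone and 100% = receptor with positive control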
# DDE Tn7 FP inh – inhibitors of Tn7 peptide binding to fibrin DD(E), primary screen, biochemical, fluorescence polarization, human fibrin, Tn7 probe; Fibrinogen beta chain (Homo sapiens), P02675; FP displacement of FITC-Tn7 peptide from fibrin DD(E); 0% = median of compound wells per plate; inhibition, % at 8.3 µM; hit rate 0.13% among 370,000; AID 720508, 2013;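 active = inhibition above the mean of compounds falling within the control limits plus 3 SD of them, cut at about 14% in these data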;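 note: 0% = plate median of compound wells and 100% = 10 µM Aha-Tn7 peptide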
#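 System: human fibrin DD(E); quantity: Fibrin-DD(E) at 2 µM final; also added: fluorescent Tn7 probe at 0.1 µM; compound dosing: single nominal test concentration of 8.3 µM per compound; schedule: 10 min preincubation, 3 h with tracer, room temperature; detection: fluorescence polarization of the labelled Tn7 tracer; repeats: one replicate per compound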
# PG9 Ab binder – binders of HIV-1 gp120 antibody PG9, primary screen, biochemical, TR-FRET | HIV-1 gp120 / PG9 antibody interaction | TR-FRET gp120-PG9 antibody binding | inhibition, % at 6.7 µM | hit rate 0.43% among 360,000; in the data active = inhibition above about 8.5%
# HTRA1 inhibitor – HTRA1 serine protease inhibitors, primary screen, biochemical, fluorescence polarization, HTS; Q92743; recombinant HTRA1, FP-rhodamine activity-based probe; inhibition, % at 5.96 µM; hit rate 0.5% among 340,000; AID 504803, 2011; in the data active = inhibition above about 36%;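 note: 0% = enzyme with DMSO and 100% = wells lacking enzyme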
# Target sequence (Q92743 whole entry, looked up): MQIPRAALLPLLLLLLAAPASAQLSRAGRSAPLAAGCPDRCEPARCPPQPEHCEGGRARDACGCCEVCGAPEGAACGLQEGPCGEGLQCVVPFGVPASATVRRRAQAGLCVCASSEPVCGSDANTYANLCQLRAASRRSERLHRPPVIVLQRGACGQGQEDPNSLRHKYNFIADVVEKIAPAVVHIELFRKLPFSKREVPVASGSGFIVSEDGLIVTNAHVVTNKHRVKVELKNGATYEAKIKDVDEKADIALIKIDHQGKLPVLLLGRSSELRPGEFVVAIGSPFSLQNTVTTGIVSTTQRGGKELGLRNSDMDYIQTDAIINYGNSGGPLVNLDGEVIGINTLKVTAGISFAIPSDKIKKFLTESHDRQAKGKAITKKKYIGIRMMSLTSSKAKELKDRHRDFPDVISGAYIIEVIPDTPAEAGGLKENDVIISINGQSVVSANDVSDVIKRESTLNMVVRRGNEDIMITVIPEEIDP
# SIAE inh – human SIAE inhibitors, primary screen, biochemical, fluorescence polarization, FP-Rh probe, 1536-well HTS; Sialate O-acetylesterase (Homo sapiens), Q9HAT2; SIAE FP-Rh probe binding; inhibition, % at 9.66 µM; hit rate 0.69% among 370,000; AID 1053197, 2014;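 active = inhibition above a cutoff: mean of compounds within the control limits plus 3 SD of those, cut at about 17% in these data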;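 note: 0% = plate median of compound wells and 100% = probe without SIAE protein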
# An asterisk follows results filed as active; / = no result given. Compounds were not picked by outcome. About 4.2% of those tested had a hit in this group.
SMILES,TDP2 absorb,ABHD4 inh,PRMT1 FP inh,LEDGF integ inh,UHRF1 binding,TCR CD3 inh,DDE Tn7 FP inh,PG9 Ab binder,HTRA1 inhibitor,SIAE inh
O=C(CNS(=O)(=O)c1ccc(Cl)cc1)N/N=C/c1ccco1,4,-2,3,-2,-2,-8,9,0.4,4,-2
Cc1onc(NC(=O)c2ccc([N+](=O)[O-])o2)c1Br,15,5,0,-5,-1,-6,-2,-1.8,-4,-6
Oc1c(N=NC(=S)Nc2ccccc2F)c2ccccc2n1Cc1cccc(Cl)c1,-6,0,3,-9,6,-4,-5,-1.1,5,-8
COc1ccc(-c2c(C)nn3c(N4CCC(C(=O)NCCN(C)C)CC4)cc(C)nc23)cc1OC,10,0,-3,-2,2,0,2,-3.3,-5,0
O=C(Cn1nnc(-c2ccncc2)n1)Nc1ccc2c(c1)CCC2,8,2,0,0,0,-2,6,0.2,-15,-8
CC(C)C[C@@H]1COc2cccc(NC3CC3)c2S(=O)(=O)N1,-3,-5,-4,4,15,-2,-4,-0.5,/,-2
O=S(=O)(NC1CCCCC1)c1ccc(N2CCOCC2)nc1,-21,-1,0,-3,2,4,12,-0.4,3,2
COc1cccc(CNC(=O)[C@H]2CCCN2C(=O)[C@H]2CCCN2C(=O)c2cccc3ccccc23)c1,4,-6,-1,3,-1,3,0,-1.9,/,2
COc1ccc(Cn2c(C3CC3)nc3ccc(NC(C)=O)cc3c2=O)cc1,15,9,-1,2,1,-6,0,-1.5,4,-4
CC(=O)c1sc(NCCOc2ccc(C)cc2)nc1C,-3,-3,-1,2,4,1,-4,-1.8,-2,0
Cc1ccc(C(=O)OC(C)C(=O)NC2CCCCC2)cc1S(=O)(=O)N1CCCCC1 (centres undefined),-8,2,-1,2,-1,1,8,0.3,-11,-2
CCNC(=O)C1(C)CCN(Cc2csc(-c3ccccc3)n2)C1 (centres undefined),-1,1,-3,3,0,4,11,-1.2,/,3
Oc1ccc(NCc2cccc(OCc3ccc(F)cc3)c2)cc1,14,49*,7,14*,-2,25*,2,-9.0,58*,40*
C=C1C[C@@]23CCC4[C@@](C)(CCC[C@@]4(C)C(=O)OC)C2CC[C@]1(OC(C)=O)C3 (some centres undefined),-10,1,-1,3,2,2,3,0.2,-5,1
O=[N+]([O-])c1cnc(Nc2ccc(Cl)cn2)c([N+](=O)[O-])c1,-13,0,2,4,-2,4,-4,-1.1,1,2
CN(C)C(=O)C12CCC(C)(c3nc4ccccc4nc31)C2(C)C (centres undefined),11,-1,-1,-3,6,-1,-1,0.7,1,1
Cc1ccc2[nH]c(O)c(N=NC(N)=S)c2c1,-16,1,-1,4,-16,1,-4,-6.0,-3,6
O=C(OCc1nnc(-c2ccccc2)o1)c1cc(=O)c2ccccc2o1,2,2,0,2,-1,5,-4,-1.3,-2,-2
O=C(NC1CCCCC1)C1CCCN1S(=O)(=O)c1ccc(F)cc1 (centres undefined),6,2,-3,-1,-2,8,2,-1.8,4,-2
O=C(NCCc1cccs1)C1CC(c2c(Cl)cccc2Cl)=NO1 (centres undefined),7,-10,-1,0,0,6,-10,0.3,-3,-1
CN1CCN(C(=O)CN2C(=O)NC(C)(c3ccc4ccccc4c3)C2=O)CC1 (centres undefined),6,0,1,-1,-2,-5,4,-0.3,7,-3
Cc1cccc(OCC(=O)O/N=C(\N)Cc2cccs2)c1,-3,1,0,-1,1,-1,-4,0.7,-20,7
CC1(C(=O)NS(=O)(=O)c2ccc(C#N)cc2)CCN1C(=O)Cc1ccsc1 (centres undefined),1,-2,4,-3,-1,3,4,2.3,/,-3
Cn1nc(C(F)(F)F)cc1C(=O)Nc1ccc(Cl)cc1,-18,-9,-2,0,5,-9,-3,-0.1,4,2
COc1ccc(CC(=O)NCC(c2ccc(OC)cc2)N(C)C)cc1 (centres undefined),3,-6,5,9,6,-7,3,1.0,1,-6
COc1ccccc1NC(=O)CSCc1cc(=O)n2ccsc2n1,-3,3,-2,0,0,-14,-2,-2.8,6,-1
Cc1ccccc1Cn1cc(COC(=O)NCC(C)C)nn1,-6,7,-1,1,-1,/,-1,/,/,5
COCCNC(=O)/C(C#N)=C/c1ccc(-c2ccc(S(=O)(=O)N3CCOCC3)cc2)o1,-2,5,3,0,69*,2,-8,-6.9,-1,-10
O=C1CC(C(=O)NCc2ccccc2)C2(CCCC2)O1 (centres undefined),-10,-1,1,-1,4,-2,-12,1.1,-1,0
CCOC(=O)[C@]12CCCC3=C1N(CCC3)C(=O)[C@@H](CC(=O)NCCCCc1ccccc1)C2,-4,5,-3,-3,-4,/,-6,/,/,6

# Five entries picked at random from those above:
SMILES,TDP2 absorb,ABHD4 inh,PRMT1 FP inh,LEDGF integ inh,UHRF1 binding,TCR CD3 inh,DDE Tn7 FP inh,PG9 Ab binder,HTRA1 inhibitor,SIAE inh
COCCNC(=O)/C(C#N)=C/c1ccc(-c2ccc(S(=O)(=O)N3CCOCC3)cc2)o1,-2,5,3,0,69*,2,-8,-6.9,-1,-10
Cc1ccc2[nH]c(O)c(N=NC(N)=S)c2c1,-16,1,-1,4,-16,1,-4,-6.0,-3,6
O=C(NCCc1cccs1)C1CC(c2c(Cl)cccc2Cl)=NO1 (centres undefined),7,-10,-1,0,0,6,-10,0.3,-3,-1
O=C(NC1CCCCC1)C1CCCN1S(=O)(=O)c1ccc(F)cc1 (centres undefined),6,2,-3,-1,-2,8,2,-1.8,4,-2
Cc1cccc(OCC(=O)O/N=C(\N)Cc2cccs2)c1,-3,1,0,-1,1,-1,-4,0.7,-20,7

# (continued)
SMILES,TDP2 absorb,ABHD4 inh,PRMT1 FP inh,LEDGF integ inh,UHRF1 binding,TCR CD3 inh,DDE Tn7 FP inh,PG9 Ab binder,HTRA1 inhibitor,SIAE inh
Cc1ccc(CSc2nnc(NC(=O)C3=COCCO3)s2)cc1,2,-1,0,0,-1,7,5,-1.1,-13,-7
NNc1nc2ccccc2nc1C(F)(F)F,-12,1,18,3,-1,-7,-5,-0.5,-6,7
CC(C)(C)C(=O)NC1CCN(CC(=O)Nc2ccc3c(c2)OCO3)CC1,17,-4,-1,2,1,3,-1,-1.9,5,4
O=C(NC(Cc1ccccc1)C(=O)O)/C(=C\c1ccc(Cl)cc1)NC(=O)c1ccccc1 (centres undefined),-5,8,4,-3,28*,-3,-2,-0.9,9,3
COc1ccc(C(C)=O)cc1CSc1ccccn1,3,3,-1,2,-2,-3,-2,-0.8,3,5
Cc1cc(NC(=O)c2ccc(S(=O)(=O)N3CCCC3)cc2)nc2c1c(=O)oc1ccccc12,3,0,0,0,-1,-3,6,-1.1,-3,-3
CCc1nc2ccc(C(=O)Nc3ccc(C(=O)N(C)C)cc3)cn2c1N(C)CCCc1ccccc1,2,1,0,-2,0,6,-2,1.4,/,9
CCNC(=O)N1CCCC(C(=O)c2ccc(-c3ccccc3)cc2)C1 (centres undefined),-9,-5,1,0,-2,0,2,0.0,-3,4
CCO[C@@H]1OC(C(=O)O)=C[C@H](c2ccc3c(c2)OCO3)[C@H]1CCCO,5,0,-3,-2,0,3,1,0.3,2,-1
C=CCn1c(C)c(C(C)=O)c(N2CCCC2)nc1=S,14,3,7,-1,0,5,-6,-1.0,7,-1
CCc1ccc(-c2nc(CSCC(=O)NCCCN3CCCC3=O)c(C)o2)cc1,-11,6,2,-4,-1,5,6,1.0,1,-8
COc1cccc(C2/C(=C(\O)c3ccc4c(c3)OCO4)C(=O)C(=O)N2CCN(C)C)c1OC (centres undefined),-3,-3,0,-2,-4,4,0,2.5,1,1
Nc1nc(CCl)nc(Nc2ccc3ccccc3c2)n1,-3,-6,1,-2,2,-6,1,0.4,-11,3
Cc1ccc(S(=O)(=O)N2CCC(C(=O)Nc3nnc(COc4ccccc4)s3)CC2)cc1,6,-8,-3,0,-3,1,3,0.1,-13,-1
FC(F)(F)C1=CC(c2ccccc2)=NCCN1,3,6,-3,1,-3,5,6,0.7,-11,3
O=C(NC1CCCC1)C(c1ccccc1)N(Cc1ccc(F)cc1)C(=O)c1csnn1 (centres undefined),-1,6,9,-2,-1,-2,1,-1.8,4,1
CCN(CC)C1CCN(C(=O)CCn2nnnc2CN2CCOCC2)C1 (centres undefined),-5,6,2,4,1,-3,-3,0.1,-5,3
C=C(C)Cc1c(C)nc(-c2ccccc2)[nH]c1=O,2,-2,1,1,0,-8,0,2.8,-2,1
O=C(Nc1ccc(-c2nc3cc(Cl)ccc3c(=O)o2)cc1)c1ccco1,7,-14,-1,1,2,1,-4,-0.3,-64,-59
COc1ccc(/C=C2\CCCC3C2=NC(=S)NC3c2ccc(OC)cc2)cc1 (centres undefined),-2,-1,2,0,5,-2,1,0.7,2,3
O=C(Cc1ncc(C(F)(F)F)cc1Cl)N1CCN(c2ccc(F)cc2)CC1,-2,2,2,3,2,0,-4,2.0,-4,9
O=C(Cn1c(-c2cncs2)nc2ccccc21)NC1CCCC1,-7,-5,0,-5,4,-1,-3,-0.9,3,5
COc1ccc(-c2ccc(C(=O)N3CCOCC3)c3occc23)c(C)c1,0,2,2,-4,0,3,-3,-0.4,/,-3
COc1ccccc1NC(=O)C1CCN(S(=O)(=O)c2ccc3c(c2)NC(=O)CO3)CC1,12,-5,1,2,-1,7,-4,-0.4,-3,-4
COC(=O)C1=C(C)N(Cc2cccc(C(F)(F)F)c2)C(=NCC2CC2)NC1c1ccc(F)cc1 (centres undefined),-1,10,-1,-3,1,7,-1,-0.5,/,9
O=C(CCCCCCCCCCC(=O)NCc1cccnc1)NCc1cccnc1,6,-7,-4,5,-2,-4,2,-0.1,4,3
Cc1cccc(C)c1NS(=O)(=O)c1ccc(F)cc1,0,-2,-3,-2,1,2,0,-0.9,1,7
CCOC(=O)Cc1c(C)nc2c(-c3ccc(Cl)cc3)c(C)[nH]n2c1=O,-6,-3,-1,-3,4,1,1,-1.8,-2,4
O=C1CN=C(Nc2ccccc2)N1Cc1cccs1,-1,7,0,2,-1,-2,-6,-0.1,7,3
